HT1080-NT tox – qHTS for induction of synthetic lethality in tumor cells producing 2HG: qHTS for the HT-1080-NT fibrosarcoma cell line | HT-1080-NT fibrosarcoma viability, CellTiter-Glo ATP luminescence, 48 h | 360,000 compounds, 1.6% hits | Potency, µM (series often up to 46.1 µM), for inactives: at the top dose activity, negative = less viability, hits mostly cytotoxic;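 further: NT is the 2HG producing partner of a matched IDH1 knockdown line; potency means the concentration at half of the fitted maximal effect; 0% = DMSO-treated cells and -100% = media-only wells without cells; nearly all actives have a fitted effect of over 55% in size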
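Read-out is CellTiter-Glo luminescence after 10 minutes at room temperature, following 48 hours' compound treatment of HT-1080-NT cells (750 cells/well, RPMI, 5% FBS, 37 degrees C).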
WRN helicase inh – qHTS for Inhibitors of WRN Helicase | Bifunctional 3'-5' exonuclease/ATP-dependent helicase WRN (Homo sapiens), Q14191 | WRN helicase unwinding, fluorescent forked duplex, kinetic | Potency, µM (titrated, usually from 114 µM), for the others: top-dose activity change, negative = inhibition, hits mostly inhibitors | 360,000 compounds, 0.46% hits | AID 651768, 2012; further: potency means the concentration at half of the fitted maximal effect; on the % scale 0 is the no-effect control and ±100 the full control effect; nearly all actives have a fitted effect of over 55% in size
Target sequence (Q14191 whole entry, looked up): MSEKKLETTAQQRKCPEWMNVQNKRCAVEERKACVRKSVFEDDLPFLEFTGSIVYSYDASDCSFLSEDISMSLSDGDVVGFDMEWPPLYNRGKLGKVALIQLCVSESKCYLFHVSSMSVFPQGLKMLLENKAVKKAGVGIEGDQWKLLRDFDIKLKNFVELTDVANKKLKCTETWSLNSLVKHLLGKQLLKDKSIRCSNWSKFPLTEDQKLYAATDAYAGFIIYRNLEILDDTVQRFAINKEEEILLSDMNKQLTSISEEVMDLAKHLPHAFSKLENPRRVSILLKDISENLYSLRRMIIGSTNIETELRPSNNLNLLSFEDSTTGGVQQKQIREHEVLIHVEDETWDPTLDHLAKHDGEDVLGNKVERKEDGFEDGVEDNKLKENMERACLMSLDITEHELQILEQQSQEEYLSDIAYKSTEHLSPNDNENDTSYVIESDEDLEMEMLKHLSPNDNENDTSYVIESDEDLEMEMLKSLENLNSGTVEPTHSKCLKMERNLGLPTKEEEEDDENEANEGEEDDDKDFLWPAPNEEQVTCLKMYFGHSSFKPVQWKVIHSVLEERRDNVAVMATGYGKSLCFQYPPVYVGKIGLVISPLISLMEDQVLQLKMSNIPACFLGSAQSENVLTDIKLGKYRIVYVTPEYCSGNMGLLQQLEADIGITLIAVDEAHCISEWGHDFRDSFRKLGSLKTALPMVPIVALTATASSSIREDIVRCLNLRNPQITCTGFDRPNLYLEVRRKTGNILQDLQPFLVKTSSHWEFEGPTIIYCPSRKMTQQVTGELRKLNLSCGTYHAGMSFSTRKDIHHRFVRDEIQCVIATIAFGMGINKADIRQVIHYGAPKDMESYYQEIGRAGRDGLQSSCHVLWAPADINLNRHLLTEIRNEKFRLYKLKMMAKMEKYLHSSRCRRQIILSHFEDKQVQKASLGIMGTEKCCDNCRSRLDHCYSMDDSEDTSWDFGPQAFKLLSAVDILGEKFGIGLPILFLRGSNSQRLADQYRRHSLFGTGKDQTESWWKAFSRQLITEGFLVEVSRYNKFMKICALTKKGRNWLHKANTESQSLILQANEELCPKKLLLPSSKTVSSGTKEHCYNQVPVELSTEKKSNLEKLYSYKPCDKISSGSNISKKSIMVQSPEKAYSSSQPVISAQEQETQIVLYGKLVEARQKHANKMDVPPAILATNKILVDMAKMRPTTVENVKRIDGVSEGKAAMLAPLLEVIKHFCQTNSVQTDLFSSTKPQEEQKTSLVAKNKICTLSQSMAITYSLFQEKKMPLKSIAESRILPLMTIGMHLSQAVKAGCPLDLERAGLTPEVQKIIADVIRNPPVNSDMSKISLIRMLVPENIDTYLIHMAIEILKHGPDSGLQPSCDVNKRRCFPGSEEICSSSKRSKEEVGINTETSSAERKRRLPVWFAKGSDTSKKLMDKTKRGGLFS
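Primary qHTS, 1536-well format. 20 nM WRN + compound, 15 min RT; start with 100 nM forked fluorophore/quencher duplex, 2 mM ATP (final); kinetic read ex 525/em 598 nm.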
ATXN2 expr inh – Primary qHTS for Inhibitors of ATXN expression; AID 1745845, 2022; Potency, µM (doses to about 57 µM), without a hit: top-dose activity change, negative = inhibition, actives largely listed as inhibitors; 360,000 compounds, 0.72% hits; HEK-293 ATXN2-luciferase reporter, luminescence, 24 h; further: potency means the concentration at half of the fitted maximal effect; on the % scale 0 is the no-effect control and ±100 the full control effect; nearly all actives have a fitted effect of over 55% in size
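ATXN2-luciferase reporter cells (luciferase flanked by upstream and downstream ATXN2 gene portions) were treated 24 h at 37 °C with compounds at up to 57 uM. SteadyGlo luminescence gave expression; GF-AFC fluorescence gave viability.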
MCF10A rerep – A quantitative high throughput screen for small molecules that induce DNA re-replication in MCF 10a normal breast cells | MCF 10A DNA re-replication, Hoechst nuclear intensity, 48 h | Potency, µM (top dose mostly 46.1 µM), without a hit: at the highest dose activity, positive = re-replication, hits mostly activators | 350,000 compounds, 2.9% hits; further: potency means the concentration at half of the fitted maximal effect; % of control where 0% means no effect; nearly all actives have a fitted effect of over 50% in size
SW480 rereplic – A quantitative high throughput screen for small molecules that induce DNA re-replication in SW480 colon adenocarcinoma cells | SW480 DNA re-replication, Hoechst DNA content imaging, 48 h | Potency, µM (titrated, usually from 46.1 µM), inactives show at the top dose re-replication activation, actives largely listed as activators | 340,000 compounds, 1.8% hits; further: potency means the concentration at half of the fitted maximal effect; % of control where 0% means no effect; nearly all actives have a fitted effect of over 55% in size
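Hoechst fluorescence of nuclei (405 nm excitation, 500-530 nm emission) measured by plate-scanning imager after 48 hr compound exposure at 37 C; re-replication scored as increased number of nuclei with elevated intensity.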
KB-V1 MDR tox – qHTS assay for MDR1-selective chemotherapeutics: Primary screen using the drug-selected MDR subline cells KB-V1. KB-V1 MDR cells viability, CellTiter-Glo, 72 h. Potency, µM (series often up to 46.1 µM), for the others: top-dose activity change, negative = cytotoxicity, usual class: cytotoxic. 400,000 compounds, 3.4% hits. AID 1347076, 2019; further: potency means the concentration at half of the fitted maximal effect; on the % scale 0 is the no-effect control and ±100 the full control effect; nearly all actives have a fitted effect of over 60% in size
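Cytotoxicity toward P-gp-expressing KB-V1 cells was determined as loss of CellTiter-Glo luminescence after 72 h at 37 degrees C. Compounds were tested in quantitative HTS format across a concentration range, with curves fitted to normalized data.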
KB-3-1 tox – qHTS assay for MDR1-selective chemotherapeutics: Primary screen using the parental adenocarcinoma cell KB-3-1; KB-3-1 viability, CellTiter-Glo ATP luminescence, 72 h; Potency, µM (highest dose often 46.1 µM), for the others: at the top dose activity change, negative = cytotoxic, actives largely listed as cytotoxic; 400,000 compounds, 1.4% hits; further: potency means the concentration at half of the fitted maximal effect; on the % scale 0 is the no-effect control and ±100 the full control effect; nearly all actives have a fitted effect of over 60% in size
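Cytotoxicity in the drug-sensitive parental line KB-3-1 was scored as loss of CellTiter-Glo luminescence following 72 h incubation with compound. Values come from curve fitting of normalized concentration-response data.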
HT1080 IDH1KD tx – qHTS for induction of synthetic lethality in tumor cells producing 2HG: qHTS for the HT-1080-IDH1KD cell line | HT-1080 IDH1 knockdown viability, ATP luminescence, 48 h | Potency, µM (highest dose often 46.1 µM), inactives show top-dose activity, negative = toxicity, actives largely listed as cytotoxic | 360,000 compounds, 2% hits;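 further: potency means the concentration at half of the fitted maximal effect; 0% = DMSO wells and -100% = cell-free medium wells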
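Cytotoxicity counter-line: IDH1KD HT-1080, 48 h, CellTiter-Glo. Curves classed by r2, magnitude and activity.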
IL-1B inflam inh – qHTS for Inhibitors of Inflammasome Signaling: IL-1-beta AlphaLISA Primary Screen; activity change, % at 57.5 µM; 360,000 compounds, 4.7% hits; THP-1 LPS/ATP IL-1B secretion, AlphaLISA, 16 h; hits give low values; AID 743279, 2014; in the data active means activity change below about -50%; inconclusive means mostly about -30% to -49%; further: on the % scale 0 is the no-effect control and ±100 the full control effect
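THP-1 cells pretreated 1 hr with compounds (up to 57.5 uM final), then stimulated with LPS (250 ng/mL final) plus ATP (1.25 mM final); secreted IL-1B measured by AlphaLISA after 16 hr, decreased signal indicating inhibition.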
Numbers without * were called inactive; i = inactive; u = inconclusive; x = no result given; & = joins results of further samples; [ ] = another dose, or the depositor's remark. Unless noted, the call rests on the fitted dose curve; in most records, active means well fitted curve in the direction sought with a large enough effect; inconclusive means small, poorly fitted or top-dose-only effect, or another doubt; inactive means no such curve, though single readings can be large; an effect the other way counts as inactive or inconclusive.

SMILES | HT1080-NT tox | WRN helicase inh | ATXN2 expr inh | MCF10A rerep | SW480 rereplic | KB-V1 MDR tox | KB-3-1 tox | HT1080 IDH1KD tx | IL-1B inflam inh
CCCCOc1cccc(C2(C(=O)O)CCCC2)c1 | 13% | -17% | 1% | -1% | 1% | 29% | -1% | 12% | 29
CCN(CC)CCn1c(C)nc2c(sc3nc4c(cc32)COC(C)(C)C4)c1=O | 5% | 3% | 2% | 3% | -5% | -22% | -4% | 8% | -8
N#CCCn1cc(C(=O)Nc2ccccc2Br)c(-c2cc3ccccc3o2)n1 | 3% | -6% | -14% | u | u | u | 0% | -2% | -10
CC(=O)Oc1ccc(OC(C)=O)c(SCCCCCN2CCOCC2)c1 | u | -1% | u | 4.1µM* | u | -6% | 11% | u | 0
CCc1nc2c(OCc3ccc(OC)cc3)cccn2c1N(C)C(=O)c1ccncc1 | 3% | 5%[57.1 µM] | 17% | x | x | u | 17% | 7% | 24
O=C(CSc1ccccc1)N1CCN(S(=O)(=O)c2ccccc2)CC1 | 10% | -15% | -1% | -3% | -9% | -20% | 0% | -3% | i
CC(=O)Nc1cccc(C(=O)OC(C(=O)c2ccc(C)c(C)c2)c2ccccc2)c1 (stereo not given) | -4% | -11% | -22% | 11% | 10% | -20% | u | -21% | -8
COc1ccc(S(=O)(=O)Cc2ccc(C(=O)NCC(OC)OC)o2)cc1 | 4% | -1% | -2% | 2% | -6% | 3% | 2% | 1% | -1
CC1=C(C(=O)OCC2CCCO2)C(c2ccc(Cl)cc2)NC(=O)N1 (stereo not given) | -3% | -1% | -15% | -1% | -2% | u | -3% | -6% | 3
Cn1c(=O)c2[nH]c(SCCN3CCCCC3)nc2n(C)c1=S | 0% | -2% | 3% | 10% | 0% | -3% | -2% | 9% | -4
Cc1cccc(OCc2nnc(SCCC(=O)O)n2-c2ccccc2)c1 | 5% | 9% | 0% | -2% | u | 15% | 5% | 6% | 27
COc1ccc(NC(=O)CN(C)S(=O)(=O)c2ccc3c(c2)c(=O)n(C)c(=O)n3C)cc1 | 0% | 1% | -4%&-1% | -2% | -3% | 2%&16% | 19%&1% | 14% | 9
CCOC(=O)c1c[nH]c2nc(C)ccc2c1=O | -6% | -11% | -1% | -7% | -13% | u | 0%&6% | 7% | 0
Cn1c(SCc2cccnc2)nc2c(c1=O)SCC2 | -3% | -2% | -11% | 2% | 1% | u | 18% | -4% | 13
O=C(NCC(c1ccco1)N1CCN(c2ccccc2)CC1)C(=O)NC1CCCC1 (stereo not given) | 10% | -26% | 0% | 3% | -5% | -5% | -17% | 17% | 4
Cc1ccc(OCC(=O)Nc2ccc(S(=O)(=O)NC3=NCCCCC3)cc2)cc1 | 7% | -3% | x | x | x | 14% | 3% | 8% | -3
CCOC(=O)c1cccc(-c2c(-c3ccccc3)ncc3cc(OC)c(OC)cc23)c1 | u | -2% | 20% | u | -3% | -19% | 0% | -26% | u
O=C(c1ccc(Cl)cc1)C1CCN(C(=O)c2ccccc2)CC1 | -29% | -1% | -27% | 0% | -9% | -8% | -6% | -1% | u
COc1cc(/C=C2\COC/C(=C\c3cc(OC)c(OC)c(OC)c3)C2=O)cc(OC)c1OC | u | -18% | 3.2µM* | u | u | u | u | 0.52µM* | -99*
O=C(Nc1cc(Cl)ccc1O)c1cc(-c2ccco2)on1 | 0% | -26% | 57%[activator] | 0% | 1% | -1% | 6% | -9% | -27
C[C@@H]1CN([C@@H](C)CO)C(=O)CCCn2nncc2CO[C@@H]1CN(C)S(=O)(=O)c1ccc(C#N)cc1 | 16% | 4% | 4% | x | x | u | 18% | 4% | 19
O=C(Nc1ccc2nsnc2c1)c1ccc2c(c1)OCO2 | -8% | 0% | 10% | -2% | -7% | u | 19% | -19% | -3
O=c1c2ccccc2ncn1Cc1ccc(Cl)c(Cl)c1 | -18% | 1% | -29% | 1.2µM* | 23% | 9% | 9% | -22% | 0
CCn1cc(Br)c(C(=O)NC(C)c2ccccc2)n1 (stereo not given) | 8% | -2% | 7% | 0% | 4% | -27% | 12% | 12% | -4
Cc1ccc(NC(=O)CCNC(=O)c2ccco2)cc1 | 0% | u | 3% | 2% | x | -7% | 18% | 2% | 0

Of the compounds above, 2 have a cyano group:
SMILES | HT1080-NT tox | WRN helicase inh | ATXN2 expr inh | MCF10A rerep | SW480 rereplic | KB-V1 MDR tox | KB-3-1 tox | HT1080 IDH1KD tx | IL-1B inflam inh
N#CCCn1cc(C(=O)Nc2ccccc2Br)c(-c2cc3ccccc3o2)n1 | 3% | -6% | -14% | u | u | u | 0% | -2% | -10
C[C@@H]1CN([C@@H](C)CO)C(=O)CCCn2nncc2CO[C@@H]1CN(C)S(=O)(=O)c1ccc(C#N)cc1 | 16% | 4% | 4% | x | x | u | 18% | 4% | 19

Returning to the listing, repeating the three entries before the break.
SMILES | HT1080-NT tox | WRN helicase inh | ATXN2 expr inh | MCF10A rerep | SW480 rereplic | KB-V1 MDR tox | KB-3-1 tox | HT1080 IDH1KD tx | IL-1B inflam inh
O=c1c2ccccc2ncn1Cc1ccc(Cl)c(Cl)c1 | -18% | 1% | -29% | 1.2µM* | 23% | 9% | 9% | -22% | 0
CCn1cc(Br)c(C(=O)NC(C)c2ccccc2)n1 (stereo not given) | 8% | -2% | 7% | 0% | 4% | -27% | 12% | 12% | -4
Cc1ccc(NC(=O)CCNC(=O)c2ccco2)cc1 | 0% | u | 3% | 2% | x | -7% | 18% | 2% | 0
Cc1cc(C(=O)N/N=C/c2cc(Br)cc(Br)c2OC(=O)c2cccc(F)c2)n[nH]1 | -5% | 11% | u | 15µM* | 0.92µM* | u | u | -18% | 78
O=C(O)CCC(=O)Nc1ccc(C(=O)OCC(=O)c2ccc(Cl)cc2Cl)cc1 | 23% | -2% | -1% | 2% | -10% | 0% | u | -1% | 3
CCN1/C(=C/c2ccc3cc(C)ccc3[n+]2CC)Sc2cc(C)c(C)cc21 | 18µM* | 50µM* | u | -2%[9.22 µM] | u | u | 1.8µM* | 12µM* | -98*
O=C(C1CC(c2ccc(F)cc2)=NO1)N1CCN(c2ccccc2)CC1 (stereo not given) | -1% | -7% | -11% | 7% | -7% | 2% | 3% | 10% | 8
Cc1ccc(N2C(=O)CC(Cc3ccc(Cl)cc3)C2=O)cc1 (stereo not given) | 12% | -18% | -11% | 6% | 0% | -20% | 4% | 11% | -17
O=C(c1cccc(Cl)c1)N1CCN(C2CCCCCC2)CC1 | 2% | -33%[57.1 µM] | -3% | -14% | 0% | u | -1% | 13% | -7
COc1ccccc1N1CN(CCc2ccccc2)CNC1=S | 16% | 12% | 1% | -3% | -9% | -7% | 0% | 18% | 21
O=C(Nc1ccccc1Cl)NC1(C(=O)N2CCCCC2)CCCCC1 | 8% | 10% | -4% | -5% | -5% | -14% | -14% | 11% | -14
Cc1cc(C)c(OCC(=O)N(Cc2ccccc2)C2CCS(=O)(=O)C2)c(C)c1 (stereo not given) | -27% | -2% | -1% | -5% | -3% | -25% | 0% | 2% | -14
O=C1CCC(C(=O)Nc2ccc([N+](=O)[O-])cc2)N1 (stereo not given) | -7% | u | -7% | 2% | -6% | 3% | 5% | 5% | 5
CCN1C2=C(C(=O)CCC2)C(c2ccc(O)cc2)C2=C1CCCC2=O | 11% | -3% | 1% | 1% | -5% | 0% | 2% | 2% | -1
C[C@@H]1Cn2cnc(C(=O)Nc3ccc(CNC(=O)OC(C)(C)C)cc3)c2C(=O)N1 | 1% | 0% | -6% | x | x | -13% | -24% | -1% | -13
COc1ccccc1OCC(O)Cn1c(=N)n(CCN2CCCCC2)c2ccccc21 (stereo not given) | u | 2% | -29% | u | u | -10% | u | u | -53*
Cc1cc(N2CCN(C(=O)c3ccoc3)CC2)n2nc(-c3ccccc3)cc2n1 | -5% | -1% | -32% | x | x | -9% | 11% | -2% | -10
CN(C)S(=O)(=O)N1CCN(C(=O)N2CCCCC2)CC1 | -11% | -6%[57.1 µM] | 0% | -5% | -5% | 5% | 15% | 3%[9.24 µM] | 6

Quoted at random: 3 entries already listed.
SMILES | HT1080-NT tox | WRN helicase inh | ATXN2 expr inh | MCF10A rerep | SW480 rereplic | KB-V1 MDR tox | KB-3-1 tox | HT1080 IDH1KD tx | IL-1B inflam inh
CCN1C2=C(C(=O)CCC2)C(c2ccc(O)cc2)C2=C1CCCC2=O | 11% | -3% | 1% | 1% | -5% | 0% | 2% | 2% | -1
Cc1cc(N2CCN(C(=O)c3ccoc3)CC2)n2nc(-c3ccccc3)cc2n1 | -5% | -1% | -32% | x | x | -9% | 11% | -2% | -10
Cc1cc(C)c(OCC(=O)N(Cc2ccccc2)C2CCS(=O)(=O)C2)c(C)c1 (stereo not given) | -27% | -2% | -1% | -5% | -3% | -25% | 0% | 2% | -14

Screens from PubChem.
